# Bioassay records as filed in PubChem BioAssay.
# Platelet DG rel – modulates dense granule release in human platelets. human platelet-rich plasma, SFLLRN dense granule ATP release, luminescence. inhibition, %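 (compounds screened at 7.5 µM in platelet-rich plasma)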. 0.22% of 300,000 active;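 active means mean replicate score, as percent of positive control, at or above 50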
# KLF5 inh – suppresses KLF5 promoter-driven expression; DLD-1 KLF5 promoter-luciferase reporter, luminescence; 0.23% of 290,000 active; inhibition, % at 5 µM;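 active means inhibition above a per-plate limit of that plate's mean compound inhibition plus 3 SD, cut at about 60% in these data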;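 further: 0% = DMSO wells and 100% = LY294002 at 200 µM; higher means less KLF5 promoter-driven luciferase light; inactives centre near -14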
# HSF1 activator – increases HSF-1 driven luciferase reporter signal. NIH3T3-HGL HSF-1 luciferase reporter, MG132, 8 h; 100% = twice DMSO control signal. AID 504408. 1.7% of 300,000 active. activation, % at 9 µM;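 active means mean replicate activation of at least 50% with a set share of replicates each reaching 50%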;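 further: 0% = median of the neutral control wells and 100% = twice that signal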
# IEC-6 tox – kills IEC-6 intestinal cells in KLF5 counter-screen; IEC-6 cytotoxicity, luminescence viability; inhibition, % at 5 µM; 0.78% of 290,000 active; AID 1825; in the data active means inhibition above about 22%;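 further: 0% = plate median of test compound wells and 100% = cytotoxic reference compound wells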
# AI-2 QS mod – Vibrio harveyi AI-2 quorum sensing modulation; 0.4% of 300,000 active; activity change, % at 7.5 µM; Vibrio harveyi JMH597 AI-2 luminescence/OD600 ratio, 9 h; hits give low values; strain lacks LuxN and CqsS sensors; 0 = neutral-control median; AID 2094; in the data active means activity change below about -75%, passing the limit was not always enough;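 further: luminescence divided by OD600 gain over 9 h not by final OD600 alone; inactives centre near 13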
# HSP90 inh – HSP90 refolding inhibition in rabbit reticulocyte lysate. luciferase refolding luminescence, 3 h. inhibition, % at 5.6 µM. 0.91% of 290,000 active. AID 1789;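 active means inhibition above the screen-wide mean plus 3 SD, computed separately per campaign, cut at about 16% in these data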;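 further: 0% = DMSO wells and 100% = 60 µM geldanamycin wells; inhibitors lower the luminescence because luciferase stays unfolded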
# HSF1 inhib – HSF1 inhibition | AID 2098 | activity change, negative = inhibition, % at 7.5 µM (by protocol) | NIH3T3-HGL HSE-luciferase, MG132-induced, luminescence 8 h; hits give low values | 0.77% of 300,000 active;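 active means more than half of replicate wells show activity change below -50%, luminescence cut by over half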;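 further: luciferase reports HSF-1 transcriptional activity via heat shock element; 0% = median of DMSO wells and -100% = zero luminescence signal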
# HDAC3 inhib – blocks human histone deacetylase 3 | 0.15% of 320,000 active | recombinant HDAC3, fluorogenic peptide/trypsin coupled, fluorescence | inhibition, % at 8.3 µM; in the data active means inhibition above about 26%, passing the limit was not always enough
# Target sequence (O15379 whole entry, looked up): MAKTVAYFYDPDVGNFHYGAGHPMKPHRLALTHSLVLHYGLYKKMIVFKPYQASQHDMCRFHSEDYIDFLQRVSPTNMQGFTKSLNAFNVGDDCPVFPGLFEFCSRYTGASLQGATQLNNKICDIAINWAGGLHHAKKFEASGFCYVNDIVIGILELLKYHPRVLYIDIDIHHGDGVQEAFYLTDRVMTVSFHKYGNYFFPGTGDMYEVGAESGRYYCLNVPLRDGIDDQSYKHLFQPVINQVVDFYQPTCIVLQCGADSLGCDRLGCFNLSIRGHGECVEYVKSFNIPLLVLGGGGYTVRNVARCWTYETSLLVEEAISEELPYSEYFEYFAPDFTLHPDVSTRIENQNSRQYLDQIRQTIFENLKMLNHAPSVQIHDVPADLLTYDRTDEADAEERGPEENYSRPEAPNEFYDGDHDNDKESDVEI
# aSyn 5UTR inh – 5' untranslated region of α-synuclein, MLPCN primary screen; inhibition, % (tested at 7.5 µM); 0.82% of 300,000 active; alpha-synuclein 5'UTR reporter, inhibitor activity; in the data active means inhibition above about 60%;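 further: H4 neuroglioblastoma cells stably carrying SNCA 5'UTR luciferase fusion; 0% = DMSO wells and 100% = positive control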
# HIF act – HIF pathway transcriptional activation | U2OS HRE-luciferase reporter, luminescence; normalized: DMSO 0%, desferrioxamine 100% | activation, % at 7.5 µM (by protocol) | 0.32% of 300,000 active | AID 1910;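 active means mean activation of at least 10% of the iron chelator positive control signal, with at least half of replicates also reaching 10%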
# An asterisk follows results filed as active; · = not tested or not shown.
SMILES,Platelet DG rel,KLF5 inh,HSF1 activator,IEC-6 tox,AI-2 QS mod,HSP90 inh,HSF1 inhib,HDAC3 inhib,aSyn 5UTR inh,HIF act
O=C(Cn1nnc(-c2ccccc2)n1)Nc1ccc2c(c1)OCO2,1.4,-29.6,-7.9,-3.2,-1.5,3.9,0.7,3.1,15.9,-0.8
CCN1CCN(C(c2cccnc2)c2cc(Cl)c3cccnc3c2O)CC1 (stereo not drawn),-0.2,-22.6,-83.7,-4.2,-19.8,12.0,-81.5*,13.5,-29.1,1.8
Cc1ccc(NC(=O)c2cc(C)nn2-c2ccccc2)cc1,12.0,-20.2,-10.3,1.9,-4.0,-1.2,7.3,5.8,-10.6,0.3
COc1ccccc1-n1c(SCC(=O)NCC2CCCO2)nc2c([nH]c3ccccc32)c1=O (stereo not drawn),-16.8,1.7,4.2,6.4,3.3,-0.8,-1.8,-4.3,6.3,-0.1
CCOC(=O)N1CCN(C(=O)COC(=O)CN(C)S(=O)(=O)c2ccc(NC(C)=O)cc2)CC1,19.9,-14.2,3.5,-2.6,10.3,-1.3,-7.7,-0.3,10.6,-0.5
O=C(Cn1ccccc1=O)NCc1ccc(F)cc1,1.8,-8.6,-51.8,-0.4,41.5,-1.5,-41.4,8.5,8.6,-0.1
Cc1ccccc1NC(=O)C(C)c1cccc(C(=O)c2ccccc2)c1 (stereo not drawn),-9.3,4.0,-1.9,8.5,14.8,0.3,2.1,·,-46.2,·
COc1ccc(C(=O)NC2CC2)cc1OC1CCN(Cc2ccccc2)CC1,-16.0,-36.1,7.9,-1.1,4.9,-2.6,-3.1,-2.5,-2.9,0.0
COc1cccc(CNC(=O)COC(=O)CN(C)S(=O)(=O)c2ccc(NC(C)=O)cc2)c1,16.3,-25.5,-4.9,3.2,20.5,1.4,6.7,16.0,4.6,-0.2
Cc1cc(C(=O)Cn2c(CO)nc3ccccc32)c(C)n1C,1.4,-16.8,-8.1,-3.9,17.0,-1.0,5.0,0.9,-13.2,0.4
CCS(=O)(=O)N1Cc2ccccc2CC1C(=O)Nc1nc2ccccc2[nH]1 (stereo not drawn),-0.9,-13.3,-16.1,4.9,24.9,4.5,-10.7,7.5,-101.3,2.6
COc1c(O)c(=O)n2c3ccccc3c3ccnc1c32,-0.3,·,12.7,·,26.0,·,-1.2,8.7,-2.9,-0.3
O=c1c2ccccc2nc(SCCN2CCOCC2)n1CCc1ccccc1,1.2,-43.1,28.0,1.0,4.9,1.2,12.7,-0.7,-61.1,0.2
N#CCCN(C(=O)c1cc2c(s1)-c1ccccc1S(=O)(=O)C2)c1ccccc1,-4.1,-13.7,-1.8,-0.8,14.5,-6.1,-2.5,-1.6,-5.5,0.0
CC1(C)C(=O)NC(=O)N1Cc1ccccc1,5.8,·,-18.4,·,2.7,·,-4.7,-3.8,8.8,0.9
COc1cccc(OC)c1C(=O)Nc1ccc(S(=O)(=O)Nc2cc(C)nc(C)n2)cc1,2.3,-2.3,-0.2,-1.0,24.5,-1.9,-7.5,2.5,-5.8,-1.3
O=C(NNC(=O)c1ccccc1O)c1cccc(Br)c1,-2.2,-102.0,-14.8,0.5,15.2,1.8,0.1,-1.4,-133.0,0.6
Cc1ccccc1CC(=O)Nc1ccc(S(=O)(=O)N2CCOCC2)cc1,34.2,-12.1,-7.4,1.0,10.7,1.8,-4.2,-3.0,13.0,-0.5
CSc1ccc(CN(C)C(C)C(=O)NCc2ccccc2)cc1 (stereo not drawn),-1.9,-13.0,-0.9,3.1,-6.0,-1.4,2.1,-4.0,-10.2,-0.2
CN(CCNC(=O)C1CCN(S(=O)(=O)N2CCOCC2)CC1)CCc1ccccc1,-4.6,8.9,-7.6,0.8,12.5,1.6,-8.7,-4.4,1.3,-0.3

# Three entries from above, ordered by heavy-atom count, smallest number first.
SMILES,Platelet DG rel,KLF5 inh,HSF1 activator,IEC-6 tox,AI-2 QS mod,HSP90 inh,HSF1 inhib,HDAC3 inhib,aSyn 5UTR inh,HIF act
O=C(Cn1ccccc1=O)NCc1ccc(F)cc1,1.8,-8.6,-51.8,-0.4,41.5,-1.5,-41.4,8.5,8.6,-0.1
O=C(Cn1nnc(-c2ccccc2)n1)Nc1ccc2c(c1)OCO2,1.4,-29.6,-7.9,-3.2,-1.5,3.9,0.7,3.1,15.9,-0.8
COc1ccc(C(=O)NC2CC2)cc1OC1CCN(Cc2ccccc2)CC1,-16.0,-36.1,7.9,-1.1,4.9,-2.6,-3.1,-2.5,-2.9,0.0

# Following part
SMILES,Platelet DG rel,KLF5 inh,HSF1 activator,IEC-6 tox,AI-2 QS mod,HSP90 inh,HSF1 inhib,HDAC3 inhib,aSyn 5UTR inh,HIF act
CCn1c(CNC(=O)c2ccccc2F)nnc1SCCOc1ccccc1,-1.5,-38.2,-13.8,-3.1,14.7,0.7,-1.5,1.5,-7.5,-0.5
COCCNc1ncnc2c1cnn2Cc1ccc(Cl)cc1,2.7,-7.7,-8.1,2.6,29.1,1.4,-13.6,-3.8,-3.8,-0.7
CC1CCCCN1Cc1c(O)ccc2c(=O)c(-c3ccc(Br)cc3)coc12 (stereo not drawn),11.3,-3.4,27.0,-5.8,18.8,-3.7,21.4,·,11.9,-6.0
Cc1ccc2nc(C(=O)N3CCCC(Nc4ccc(F)cc4)C3)cn2c1 (stereo not drawn),20.4,-21.9,8.7,-0.6,23.6,-6.3,1.5,2.4,-43.2,0.8
C=CCOC(=O)C1=C(C)NC(=O)NC1c1ccc(Cl)cc1 (stereo not drawn),-21.3,-18.6,34.6,-13.2,2.0,-5.1,12.2,1.7,9.2,-0.2
C/C(CC(=O)Nc1cc(Cl)ccc1Cl)=N\NC(N)=S,2.1,-12.8,2.0,0.9,21.7,3.5,0.7,1.9,8.3,-0.5
Cc1cnc(C(=O)Nc2cccc3cccnc23)cn1,-1.8,-0.8,1.7,91.4*,2.3,-2.1,-2.1,·,-24.9,-1.1
CCCCc1nc2sc3c(c2c(=O)[nH]1)CC(C)(C)OC3,-9.6,·,7.7,·,3.0,·,3.2,-4.1,-28.3,0.1
O=C(COC(=O)c1ccc(NS(=O)(=O)c2cccs2)cc1)NCc1ccco1,-7.3,11.1,-4.0,-5.0,27.6,2.8,-3.5,3.9,-34.9,2.9
C#CC(C)(C)NC(=O)c1ccc(-c2ccccc2F)cc1,8.5,-71.2,46.0,-1.9,51.9,-0.5,9.2,1.3,-89.1,1.9
CCN1C(=O)c2ccc(C(=O)NCc3ccc4c(c3)OCO4)cc2C1=O,0.3,-20.2,-5.1,0.9,9.2,2.6,-12.9,-1.3,-16.2,-0.6
CCCCC1CCC(c2nc(-c3cccnc3)no2)CC1 (stereo not drawn),2.7,-29.9,1.3,4.2,21.0,3.2,4.8,1.0,-91.5,0.6
Cc1c(C=O)c(Cl)n(C)c(=O)c1C#N,-2.5,-26.5,35.6,-4.3,20.8,-0.1,2.1,1.3,6.5,-0.4
CC(=O)C(Sc1nnnn1-c1ccccc1)C(C)=O,17.0,-5.3,-24.3,0.1,9.5,9.4,-12.1,5.5,-3.7,-0.4
O=C(NCCN1CCOCC1)c1cc2c(=O)n3ccccc3nc2n1Cc1ccccc1,16.7,4.4,7.8,-2.7,25.8,1.9,1.0,-132.2,8.3,0.2
C#CCOCCOCCOCCNc1nc(N2CCN(C(=O)[C@H]([C@@H](C)CC)n3cc([C@@H](N)Cc4ccc(O)cc4)nn3)CC2)nc(N2CCN(C(=O)[C@H](Cc3ccc(O)cc3)n3cc([C@@H](N)C(C)CC)nn3)CC2)n1 (stereo partly drawn),-5.6,4.7,-1.3,-0.9,12.5,9.7,-3.4,-1.5,-4.5,-0.4
O=C(Cc1ccccc1)c1nnc(-c2ccccc2)o1,0.8,-31.6,-6.5,-0.9,-48.0,-1.2,7.6,-15.0,-0.3,-0.2
CCc1ccc(CNC(=O)C2Cc3cc(S(=O)(=O)N4CCCC4)ccc3N2C(C)=O)cc1 (stereo not drawn),0.3,-23.4,25.6,4.0,19.5,-4.6,18.6,6.9,-14.1,-0.8
O=C(COC(=O)c1cccc([N+](=O)[O-])c1)NC1CCCC1,-1.3,-14.1,3.6,-2.2,-2.7,5.2,-2.0,3.1,7.6,0.3
COc1ccc(OC)c(S(=O)(=O)N2CCC(C(=O)Nc3ccc(C)c(C)c3)CC2)c1,-2.9,-13.2,-12.3,2.3,-1.6,2.1,-5.1,6.1,15.4,-0.4
Cc1ccccc1CSc1nccn1-c1ccccc1,1.0,-25.5,2.0,1.4,0.8,-6.7,-4.8,0.4,0.5,-0.4
Cc1cc(C)n2nc(SCC(=O)Nc3c(C)n(C)n(-c4ccccc4)c3=O)nc2n1,-0.8,4.4,-9.8,-1.8,14.7,-0.3,0.4,-0.6,9.0,2.0
Cc1cc(C)cc(NC(=O)C/C(N)=N/O)c1,0.4,4.2,-4.2,3.0,31.9,-0.2,2.6,-3.2,0.6,-0.1
CCCCCC(=O)NC(=S)Nc1ccc(N2CCOCC2)cc1,-1.4,-27.0,15.7,4.5,6.1,1.1,19.1,7.2,-18.7,0.3
COc1ccc(C(=O)NNC(=O)CSc2nc(C(C)C)nc3ccccc23)cc1,-2.4,15.5,7.4,1.5,·,-0.7,1.0,-12.1,1.0,1.5
O=C1CC(N2CCN(c3ccccc3Cl)CC2)C(=O)N1c1cccc(F)c1 (stereo not drawn),-5.5,0.1,-4.8,7.3,12.2,0.8,-4.7,1.5,3.4,-26.5
CCOC(=O)CSC(CC)C(=O)Nc1nnc(C(C)C)s1 (stereo not drawn),20.2,-56.2,-12.2,-2.4,11.0,-1.2,-5.2,7.6,10.2,0.5
CC(C)(C)OC(=O)[C@H](Cc1ccccc1)NC(=O)c1nc[nH]c1C(=O)N1CCc2ccccc2C1,-0.3,-17.4,-8.8,-4.1,10.9,-1.4,6.7,8.2,11.5,-1.9
CN(C)S(=O)(=O)c1cccc(NC(=O)C(c2ccccc2)c2ccccc2)c1,2.3,-29.6,-4.5,4.5,20.2,-1.8,-4.5,5.5,17.4,-0.5
COc1cc(C(=O)NC2CCN(Cc3ccccc3)CC2)cc(Cl)c1OC(C)C,-2.5,0.7,-5.8,3.4,21.6,-2.9,-11.0,2.6,31.4,-0.3
Cc1ccc(NC2=CC(=O)CC(c3ccc(Cl)cc3)C2)cc1 (stereo not drawn),-4.1,-13.3,7.8,-2.0,15.4,1.5,5.1,11.7,13.0,0.0
CS(=O)(=O)c1ccccc1C(=O)Nc1ccc(-c2nc3ccccc3o2)cc1,-13.3,-108.3,34.0,-12.3,34.3,-10.0,34.8,4.5,-184.8,5.2
CC1Sc2ccc(S(=O)(=O)CCC(=O)Nc3ccccn3)cc2NC1=O (stereo not drawn),-3.7,4.3,-13.8,8.2,·,1.1,-4.6,-0.2,-12.7,-0.3
CC1(C)CC2CC(C)(CN2C(=O)c2cc(-c3ccccc3)on2)C1 (stereo not drawn),-0.3,-2.3,15.9,-0.6,4.8,2.6,0.7,3.8,-3.5,1.7
O=C(NCCn1cc(SCc2ccccc2F)c2ccccc21)c1c(F)cccc1F,3.1,-11.6,30.4,0.2,29.8,4.2,21.1,·,-62.5,1.8
O=C(CCN1C(=O)c2ccccc2C1=O)NCCN1CCOCC1,-0.6,-2.0,4.9,7.9,-1.7,1.1,-4.0,2.1,-20.3,-0.4
COCC(=O)NC1CCN(CC(=O)Nc2ccccc2[N+](=O)[O-])CC1,-6.9,-57.5,21.8,-3.4,14.1,1.8,-3.3,·,15.6,-0.1
CCn1cc(CN(C)C(=O)/C=C/c2ccc([N+](=O)[O-])cc2)c(C)n1,9.1,-10.3,-19.9,3.3,27.8,1.9,0.2,2.4,9.9,-0.5
CC(=O)OCc1cc(-c2nc3ccccc3[nH]c2=O)nn1-c1ccc(Cl)cc1,0.0,-6.9,2.4,-0.6,16.9,0.2,-15.0,5.1,3.7,-0.9
